IP6K1 inh: IP6K1 kinase inhibition. Q92551. IP6K1 kinase, ADP-Glo luminescence, 2 h; active compounds read low. activity change, % (series mostly up to about 58 µM). 140,000 tested, 0.81% active. AID 1645851; in the data active means activity change below about -25%
Target sequence (Q92551 whole entry, looked up): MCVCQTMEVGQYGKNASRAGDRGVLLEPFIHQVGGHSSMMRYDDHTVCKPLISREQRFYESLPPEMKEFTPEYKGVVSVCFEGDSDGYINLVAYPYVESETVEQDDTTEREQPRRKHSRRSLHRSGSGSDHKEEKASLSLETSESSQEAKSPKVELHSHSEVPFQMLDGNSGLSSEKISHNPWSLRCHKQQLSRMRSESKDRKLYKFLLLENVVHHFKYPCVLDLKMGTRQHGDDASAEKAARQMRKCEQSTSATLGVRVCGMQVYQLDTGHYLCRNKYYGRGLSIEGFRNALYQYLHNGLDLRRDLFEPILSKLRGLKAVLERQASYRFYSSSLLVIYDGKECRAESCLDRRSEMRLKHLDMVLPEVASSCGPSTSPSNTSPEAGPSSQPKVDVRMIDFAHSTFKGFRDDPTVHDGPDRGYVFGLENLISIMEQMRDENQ
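ADP-Glo luminescence measures ADP made by human IP6K1 during a 2 h RT reaction with ATP/IP6 (mix at 1.3 mM/130 uM); top library doses 57.5 and 19.1 uM final.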
HEK293 viab: cell viability loss counter-screen. HEK-293-SNCA-luc viability, GF-AFC fluorescence, 24 h. Potency, µM (doses to about 57.1 µM), without a hit: top-dose activity change, negative = cytotoxicity, most hits filed as cytotoxic. 150,000 tested, 0.12% active. AID 1671193;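 further: potency means the concentration at half of the fitted maximal effect; 0% = DMSO-treated cells and -100% = medium-only wells without cells; nearly all actives have a fitted effect of over 30% in size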
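HEK-293-SNCA-luc cells (1500/well) plated 24 h, then exposed 24 h to a dilution series; GF-AFC added 30 min at 37C, fluorescence 405/540 nm; normalised to medium-only and DMSO wells, Hill fit.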
3T3 cytotox: kills NIH 3T3 cells; Potency, µM (series often up to 96.7 µM), inactives show at the highest dose activity change, negative = cytotoxicity, actives largely listed as inhibitors; NIH 3T3 viability, CellTiter-Glo ATP luminescence, 48-72 h; 94,000 tested, 4.3% active; further: potency means the concentration at half of the fitted maximal effect; nearly all actives have a fitted effect of over 55% in size
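Luminescent ATP readout (CellTiter-Glo, 10 min RT) after 48 or 72 hr compound exposure of NIH 3T3 cells seeded at 400 cells/well in 1536-well format; quantitative HTS.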
SNCA expr inh: reduces expression of the alpha-synuclein gene; HEK-293 SNCA-luciferase knock-in, luminescence, 24 h; Potency, µM (series often up to 57.2 µM), inactives show at the top dose activity change, negative = inhibition, hits mostly inhibitors; 140,000 tested, 0.17% active; AID 1671194;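 further: potency means the concentration at half of the fitted maximal effect; plate controls were DMSO cells for no effect and cell-free wells for full effect; nearly all actives have a fitted effect of over 45% in size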
GPT2 inh: GPT2 alanine aminotransferase inhibition. Q8TD30. Recombinant GPT2, coupled pyruvate oxidase/HRP Amplex Red fluorescence. Potency, µM (series often up to 57.7 µM), for the others: at the top dose activity change, negative = inhibition, actives largely listed as inhibitors. 100,000 tested, 0.25% active. AID 1671188; further: potency means the concentration at half of the fitted maximal effect; nearly all actives have a fitted effect of over 60% in size; many of its hits are not listed in these tables
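Fluorescence of coupled pyruvate oxidase/HRP/Amplex Red system (50uM Amplex, 30 min, dark) reports pyruvate formed by GPT2. Enzyme reaction: 10ng/uL GPT2, 2mM L-alanine, 250uM a-KG, 30 min room temperature, pH 7.5; 50uM AOA control.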
HEK cytotox: HEK 293 cell cytotoxicity; HEK 293 viability, ATP luminescence (CellTiter-Glo), 48-72 h; Potency, µM (doses to about 115 µM), inactives show at the top dose activity change, negative = cytotoxicity, hits mostly inhibitors; 94,000 tested, 6.6% active; further: potency means the concentration at half of the fitted maximal effect; nearly all actives have a fitted effect of over 60% in size
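Luminescence from cellular ATP, measured with CellTiter-Glo, indicates HEK 293 viability. Cells plated at 250 cells/well are treated with compound for 48 or 72 hr at 37 degree Celsius before reagent addition.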
Luciferase inh: blocks purified firefly luciferase enzyme activity; Potency, µM (doses to about 115 µM), without a hit: at the highest dose activity change, negative = inhibition, hits mostly inhibitors; 76,000 tested, 2.5% active; AID 1347043; purified P. pyralis luciferase, luminescence, biochemical; P08659; further: potency means the concentration at half of the fitted maximal effect; nearly all actives have a fitted effect of over 65% in size
Target sequence (P08659 whole entry, looked up): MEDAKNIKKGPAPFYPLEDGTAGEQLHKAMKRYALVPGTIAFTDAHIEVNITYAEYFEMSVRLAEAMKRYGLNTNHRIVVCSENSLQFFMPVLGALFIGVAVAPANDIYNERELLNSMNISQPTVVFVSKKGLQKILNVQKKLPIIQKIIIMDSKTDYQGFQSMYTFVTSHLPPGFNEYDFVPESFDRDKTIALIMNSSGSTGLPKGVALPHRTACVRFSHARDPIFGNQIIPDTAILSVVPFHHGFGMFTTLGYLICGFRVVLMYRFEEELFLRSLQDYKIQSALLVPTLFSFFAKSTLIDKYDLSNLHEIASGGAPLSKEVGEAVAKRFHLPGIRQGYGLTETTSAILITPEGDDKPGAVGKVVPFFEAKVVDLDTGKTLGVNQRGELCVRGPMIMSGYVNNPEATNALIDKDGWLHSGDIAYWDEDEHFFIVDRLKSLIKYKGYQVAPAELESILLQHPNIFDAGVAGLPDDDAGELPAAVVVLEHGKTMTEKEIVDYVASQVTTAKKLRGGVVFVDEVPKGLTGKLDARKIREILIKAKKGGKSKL
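Cell-free enzyme assay, 10nM P. pyralis luciferase, luciferin and ATP each at 10uM. Inhibition profiled over a 6-point titration, read as luminescence.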
Starred values were filed as active, the others as inactive; [ ] = remark or other dose. Unless noted, the call rests on the fitted dose curve; in most records, active means well fitted curve in the direction sought with a large enough effect; inconclusive means small, poorly fitted or top-dose-only effect, or another doubt; inactive means no such curve, though single readings can be large; an effect the other way counts as inactive or inconclusive. Unless noted, on the % scale 0 is the no-effect control and ±100 the full control effect.

`Cc1cn2c(=O)cc(COC(=O)c3cccc(NC(=O)COc4ccc(Cl)cc4)c3)nc2s1` gave IP6K1 inh -11, HEK293 viab 7% and SNCA expr inh -7%.
For Cc1ccc(-c2ccc3nnc(CNC(=O)C4(c5ccccc5)CC4)n3n2)cc1 the results were IP6K1 inh 13, HEK293 viab -9%, 3T3 cytotox inconclusive, SNCA expr inh -17%, GPT2 inh inactive, HEK cytotox inconclusive and Luciferase inh 0%.
Screening CN1CCCC2(CCN(C(=O)Nc3ccccc3-c3ccccc3)C2)C1=O (configuration not stated) returned IP6K1 inh 11, HEK293 viab -5%, 3T3 cytotox -6%, SNCA expr inh -19%, GPT2 inh inactive[11.5 µM], HEK cytotox -18% and Luciferase inh 3%.
Screening CCN(CC)c1ncnc2c1cnn2-c1cc(Cl)ccc1C returned IP6K1 inh 21, HEK293 viab -10% and SNCA expr inh 24%.
`Cc1c(CN2CCC(c3nnc(CN(C)C)n3C)CC2)cc(C#N)n1C` gave IP6K1 inh 1, HEK293 viab 3%, 3T3 cytotox -28%, SNCA expr inh -1%, GPT2 inh 5%, HEK cytotox inactive and Luciferase inh 10%.
Screening Cc1ccccc1CC(=O)N1CCN(C(=O)c2nnn3c2COC(c2ccccc2)C3)CC1 (configuration not stated) returned IP6K1 inh 5, HEK293 viab 4%, 3T3 cytotox -5%, SNCA expr inh -4%, GPT2 inh inactive, HEK cytotox -19% and Luciferase inh 9%.
Screening CC(C)CCN1C(=O)c2ccccc2CC1(C)C(=O)NC1CCC(C)CC1 (configuration not stated) returned IP6K1 inh -12, HEK293 viab 9% and SNCA expr inh 5%.
CNC(=O)c1ccc2c(c1)OCCN(c1cccc(OC(F)(F)F)c1)C2 was read as IP6K1 inh -11, HEK293 viab -3%[87.6 µM], 3T3 cytotox inconclusive, SNCA expr inh -26%[87.6 µM], GPT2 inh inconclusive, HEK cytotox inconclusive and Luciferase inh -5%[172 µM].
Screening CSc1ccc(CCNC(=O)NCc2noc3ccccc23)cc1 returned IP6K1 inh -4, HEK293 viab 6% and SNCA expr inh -23%.
COc1ccc(CN2C(=O)[C@@H]3C[C@@H](O)CN3C3(CN(CC(C)C)C3)C2=O)cc1 was read as IP6K1 inh -16, HEK293 viab -1%[87.6 µM], 3T3 cytotox 2%[174 µM], SNCA expr inh -2%[87.6 µM], GPT2 inh 1%[88.5 µM], HEK cytotox -1%[172 µM] and Luciferase inh -8%[172 µM].
For c1ccc(CN2CCNc3cc(-c4ccncc4)ncc3C2)cc1 the results were IP6K1 inh -15, HEK293 viab -10%[87.6 µM], 3T3 cytotox -19%[138 µM], SNCA expr inh -15%[87.6 µM], GPT2 inh inconclusive, HEK cytotox inconclusive and Luciferase inh inconclusive.
For CCOc1nc(NC(=O)NS(=O)(=O)Oc2ccc(Cl)cc2)nc(-c2ccccc2)n1 the results were IP6K1 inh -3, HEK293 viab -2% and SNCA expr inh 78%[activator].
Screening Cc1ncoc1C(=O)N1CCC(c2noc(-c3ccccc3)n2)C1 (configuration not stated) returned IP6K1 inh -5, HEK293 viab -6%, 3T3 cytotox -20%, SNCA expr inh -2%, GPT2 inh -7%, HEK cytotox inconclusive and Luciferase inh 2%.
For CCOc1ccc(CCNC(=O)C2Cc3ccccc3N2C(=O)CC)cc1OCC (configuration not stated) the results were IP6K1 inh 19, HEK293 viab -4% and SNCA expr inh 11%.
CS(=O)(=O)c1ccc(OCC2(CNS(=O)(=O)c3ccc(F)cc3)C[C@@H](O)[C@@H](O)C2)cc1 (some centres not stated) was read as IP6K1 inh 3, HEK293 viab 4%, 3T3 cytotox -18%, SNCA expr inh 3%, GPT2 inh -6%, HEK cytotox -12% and Luciferase inh -16%.
Screening CCc1ccc(C(=O)NC2CCN(c3cn[nH]c(=O)c3)CC2)cc1 returned IP6K1 inh 0, HEK293 viab -15%, 3T3 cytotox -18%, SNCA expr inh -10%, GPT2 inh -7%, HEK cytotox -13% and Luciferase inh -7%.
`COCCn1nnnc1C1CC2(CCOCC2)C(=O)N1Cc1ccc(Cl)cc1` (configuration not stated) gave IP6K1 inh 1, HEK293 viab -4%, 3T3 cytotox -1%, SNCA expr inh -8%, GPT2 inh inactive, HEK cytotox inactive and Luciferase inh -5%.
O=C(Nc1cccc(C(F)(F)F)c1)[C@@H]1CCCN1c1ccnc2ccnn12 was read as IP6K1 inh -8, 3T3 cytotox inconclusive and HEK cytotox inconclusive.
Screening CN(C)CCN1C(=O)c2ccccc2N(C)c2ccccc21 returned IP6K1 inh 4, HEK293 viab 50%[23.9 µM], SNCA expr inh 5%[25.6 µM] and GPT2 inh inactive.
CC(CNC(=O)c1ccc(Cn2c(SCc3ccccc3)nc3cccnc32)cc1)c1ccccc1 (configuration not stated) was read as IP6K1 inh -6, HEK293 viab inconclusive and SNCA expr inh inconclusive.
Cc1cc(C)c(S(=O)(=O)NCCc2cc3ccc(C)cc3[nH]c2=O)c(C)c1 was read as IP6K1 inh 28, HEK293 viab 3% and SNCA expr inh 1%.
`O=C(CCCCn1c(=O)[nH]c2ccsc2c1=O)N1CCN(c2cccc(Cl)c2)CC1` gave IP6K1 inh 11, HEK293 viab -16% and SNCA expr inh inconclusive.
For CCc1ccccc1N(C)C(=O)c1nn(-c2ccc(OC)cc2)c(=O)c2c1c1ccccc1n2C the results were IP6K1 inh 11, HEK293 viab 4% and SNCA expr inh inconclusive.
`CC(C)(CC(=O)O)CC(=O)N1CC[C@H]2NC(=O)N(c3ccc(F)cc3)C(=O)[C@H]21` gave IP6K1 inh -10, HEK293 viab 2%[87.6 µM], 3T3 cytotox -23%[174 µM], SNCA expr inh 19%[87.6 µM], GPT2 inh 1%[88.5 µM], HEK cytotox 1%[172 µM] and Luciferase inh 2%[172 µM].

Structures listed so far that contain an aryl thioether with sulfur outside any ring:
Screening CSc1ccc(CCNC(=O)NCc2noc3ccccc23)cc1 returned IP6K1 inh -4, HEK293 viab 6% and SNCA expr inh -23%.
CC(CNC(=O)c1ccc(Cn2c(SCc3ccccc3)nc3cccnc32)cc1)c1ccccc1 (configuration not stated) was read as IP6K1 inh -6, HEK293 viab inconclusive and SNCA expr inh inconclusive.

(next part)
Screening COc1cccc(C(=O)N2CCC(N3C[C@H](O)C[C@H]3C(=O)NCc3ccccc3)CC2)c1 returned IP6K1 inh 14, HEK293 viab -10%, 3T3 cytotox -11%, SNCA expr inh -6%, GPT2 inh inactive, HEK cytotox 1% and Luciferase inh 0%.
For COc1ccc(C(=O)CN2C(=O)N(c3cc(C)ccc3C)S(=O)(=O)c3ccccc32)cc1 the results were IP6K1 inh 3, HEK293 viab -11% and SNCA expr inh -1%.
`Cc1c(Cl)cccc1NC(=O)Cn1ccn2nc(-c3ccccc3)c(CO)c2c1=O` gave IP6K1 inh 6, HEK293 viab 3%, 3T3 cytotox -15%, SNCA expr inh -8%, GPT2 inh inactive, HEK cytotox inconclusive and Luciferase inh 0%.
For COc1ccc(CN2CCC3(CCC(=O)N(Cc4ccncc4)C3)CC2)c(F)c1 the results were IP6K1 inh 22, HEK293 viab 11%, 3T3 cytotox -21%, SNCA expr inh 4%, GPT2 inh inactive[11.5 µM], HEK cytotox -18% and Luciferase inh 13%.
O=C(c1ccc(Cl)nc1)N1CCCC(C(=O)N2CCCC(c3nc4ccncc4[nH]3)C2)C1 (configuration not stated) was read as IP6K1 inh -1, HEK293 viab -5%, 3T3 cytotox -12%, SNCA expr inh -7%, GPT2 inh inactive and HEK cytotox 3%.
`COCCCNC(=O)CSc1nc2c(sc3ccccc32)c(=O)n1CCc1ccccc1` gave IP6K1 inh 22, HEK293 viab -6% and SNCA expr inh 54%[activator].
CCC(=O)Nc1nnc(S(=O)(=O)N(C)Cc2ccccc2)s1 was read as IP6K1 inh 4, HEK293 viab -1% and SNCA expr inh -12%.
COc1ccc(S(=O)(=O)NCC2Cn3cccc3C(=O)N2Cc2ccccc2)cc1 (configuration not stated) was read as IP6K1 inh 18, HEK293 viab -9%, 3T3 cytotox -29%, SNCA expr inh -12%, GPT2 inh -15%, HEK cytotox inconclusive and Luciferase inh 4%.
`O=C(NCCN1CCOCC1)c1ccc2c(c1)n(Cc1cccc(F)c1)c(=O)c1ccnn12` gave IP6K1 inh 3, HEK293 viab 10%, 3T3 cytotox -5%, SNCA expr inh -6%, GPT2 inh -3%, HEK cytotox -5% and Luciferase inh -1%.
Cc1ccc(CN2CCSc3ccc(C(=O)Nc4cc(C)cc(C)c4)cc32)cc1 was read as IP6K1 inh -6, HEK293 viab -7% and SNCA expr inh 41%[activator].
`CN1CCCN(C(=O)Cc2ccc(OC(F)(F)F)cc2)c2ccccc21` gave IP6K1 inh -4, HEK293 viab -9%, 3T3 cytotox 40µM*, SNCA expr inh -22%, GPT2 inh 0%, HEK cytotox inconclusive and Luciferase inh -2%.
`CN(C)C[C@@H]1CN(C)C[C@H]1NC(=O)c1cc2ccccc2[nH]1` gave IP6K1 inh 6, HEK293 viab 2%, 3T3 cytotox inconclusive, SNCA expr inh 206%[activator], GPT2 inh inactive, HEK cytotox inconclusive and Luciferase inh 40µM*.
`O=C(c1ccc2c(c1)CCN2S(=O)(=O)c1ccccc1)N1CCN(c2ccccc2F)CC1` gave IP6K1 inh -2, HEK293 viab 0% and SNCA expr inh 8%.
Screening O=C(C[C@@H]1CCNC[C@@H]1Cc1cc(COc2ccccc2)on1)NCc1ccccc1 returned IP6K1 inh 4, HEK293 viab -2%[87.6 µM], 3T3 cytotox inconclusive, SNCA expr inh 17%[87.6 µM], GPT2 inh 3%[88.5 µM], HEK cytotox 79µM* and Luciferase inh -1%[172 µM].

An excerpt from above in order of molar mass, low to high:
`CN1CCCN(C(=O)Cc2ccc(OC(F)(F)F)cc2)c2ccccc21` gave IP6K1 inh -4, HEK293 viab -9%, 3T3 cytotox 40µM*, SNCA expr inh -22%, GPT2 inh 0%, HEK cytotox inconclusive and Luciferase inh -2%.
For COc1ccc(CN2CCC3(CCC(=O)N(Cc4ccncc4)C3)CC2)c(F)c1 the results were IP6K1 inh 22, HEK293 viab 11%, 3T3 cytotox -21%, SNCA expr inh 4%, GPT2 inh inactive[11.5 µM], HEK cytotox -18% and Luciferase inh 13%.
`O=C(c1ccc2c(c1)CCN2S(=O)(=O)c1ccccc1)N1CCN(c2ccccc2F)CC1` gave IP6K1 inh -2, HEK293 viab 0% and SNCA expr inh 8%.
`COCCCNC(=O)CSc1nc2c(sc3ccccc32)c(=O)n1CCc1ccccc1` gave IP6K1 inh 22, HEK293 viab -6% and SNCA expr inh 54%[activator].

An excerpt; rates above refer to the full screens.
